HTR5A ag ctr = counter-screen for OPRM1-OPRD1 agonists: human HTR5A agonism. activation, % at 9.3 µM. HTR5A agonist assay, luminescence, cell-based. hit rate 0.61% among 340,000; in the data active = activation mostly above about 9.5%, no sharp cut-off; inactive = mostly below about 7.6%;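 note: 0% = cells with vehicle only and 100% = reference agonist; strong numbers were not always called active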
Target sequence (P47898 whole entry, looked up): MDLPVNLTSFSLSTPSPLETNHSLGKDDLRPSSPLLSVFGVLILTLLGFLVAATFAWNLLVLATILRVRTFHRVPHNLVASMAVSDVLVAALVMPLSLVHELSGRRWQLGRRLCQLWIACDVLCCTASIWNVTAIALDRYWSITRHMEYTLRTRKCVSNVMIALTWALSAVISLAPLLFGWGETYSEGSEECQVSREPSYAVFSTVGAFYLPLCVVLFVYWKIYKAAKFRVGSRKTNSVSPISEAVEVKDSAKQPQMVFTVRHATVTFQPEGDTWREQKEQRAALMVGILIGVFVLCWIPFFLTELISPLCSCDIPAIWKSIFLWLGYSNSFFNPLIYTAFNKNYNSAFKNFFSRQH
AddAB inh = less growth of phage-infected E. coli with AddAB | inhibition, % at 11.9 µM | E. coli expressing H. pylori AddAB, absorbance growth | hit rate 0.29% among 330,000 | AID 435030; in the data active = inhibition above about 12%;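 note: 0% = vehicle wells of infected cells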
phage Ecoli inh = E. coli growth loss with phage present | growth absorbance | inhibition, % at 11.9 µM | hit rate 0.26% among 360,000; in the data active = inhibition above about 11%
PKA-R1A activ = PKA-R1A complex activation; P00514+P68181; hit rate 0.083% among 340,000; activation, % at 11.4 µM; PKA-R1A dissociation, Cy5-IP20 fluorescence polarization; scaled: DMSO 0%, 113 µM cGMP 100%;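 active = percent activation above the mean of all tested compounds plus 3 SD, cut at about 19% in these data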;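 note: higher means more PKAc released from R1A so a rise in polarization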
Ecoli viability = counter-screen for AddAB inhibitors: E. coli growth inhibition | E. coli V3065 growth, OD600 absorbance, 18 h | inhibition, % at 11.9 µM | AID 449728 | hit rate 0.27% among 330,000;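 active = inhibition above the campaign's mean inhibition across all tested compounds plus 3 SD, cut at about 9.9% in these data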;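 note: uninfected addAB+ strain grown without phage in ampicillin broth; 0% = DMSO wells and 100% = ciprofloxacin 0.95 µg/ml wells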
PKA-R2B activ = PKA-R2B complex activation; AID 504700; P22694+P31323; PKA-R2B holoenzyme dissociation, Cy5-IP20 fluorescence polarization; R2B truncated from residue 108, S112A mutant; 0% DMSO only, 100% 113 µM cGMP; hit rate 0.079% among 340,000; activation, % at 11.4 µM;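 active = activation above a cutoff set at the mean over all compounds plus 3 SD, cut at about 18% in these data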;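 note: higher means more holoenzyme dissociation and a rise in polarization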
Target sequence (P31323 whole entry, looked up, other chains not shown, the tested form may be a part): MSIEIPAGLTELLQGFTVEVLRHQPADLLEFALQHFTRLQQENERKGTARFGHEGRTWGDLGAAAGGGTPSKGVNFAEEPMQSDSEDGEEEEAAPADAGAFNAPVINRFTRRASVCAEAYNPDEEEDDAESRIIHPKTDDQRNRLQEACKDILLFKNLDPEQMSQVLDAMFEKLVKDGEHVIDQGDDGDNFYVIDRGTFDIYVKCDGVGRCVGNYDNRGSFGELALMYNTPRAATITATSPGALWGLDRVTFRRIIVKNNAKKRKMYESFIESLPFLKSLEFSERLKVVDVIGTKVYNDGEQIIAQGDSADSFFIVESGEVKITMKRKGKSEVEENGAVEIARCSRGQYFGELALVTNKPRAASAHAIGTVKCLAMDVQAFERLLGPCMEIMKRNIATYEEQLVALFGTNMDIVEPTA
DAGLB inh = blocks human DAGLB lipase activity | HEK293T DAGLB membrane lysate, EnzChek fluorogenic substrate | hit rate 0.059% among 340,000 | Q8NCG7 | inhibition, % at 5.17 µM | AID 504411; in the data active = inhibition above about 34%;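 note: 0% = enzyme with vehicle and 100% = wells lacking enzyme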
SUMO Mot1 rescue = SUMOylation pathway inhibition by Mot1-301 growth rescue | S. cerevisiae Mot1-301 growth rescue, ATP luminescence, 38.5C; percent above DMSO median, 100 means doubled | growth rescue, % at 18.8 µM | hit rate 1% among 320,000 | AID 2716;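 active = every valid replicate shows activation above 250% relative to neutral control wells; inactive = the rest, any valid replicate at or below 250%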;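 note: OY570 slx delta 5 strain wells were the positive control but not used for scaling; some compounds called inactive have numbers as strong as hits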
CDK5 p35 inh = blocks human CDK5/p35 kinase activity; inhibition, % at 10 µM; Q00535+Q15078; hit rate 0.01% among 330,000; Recombinant CDK5/p35, ADP-Glo luminescence, 60 min;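 active = highest replicate inhibition of at least 50% and at least 75% of replicates reaching 50%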;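 note: plate controls were DMSO neutral control for no effect and GW8510 at 10 µM for full effect; many of its hits are not listed in these tables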
Tat transport = inhibitors of E. coli Tat protein transport; hit rate 0.036% among 340,000; inhibition, % at 10 µM; E. coli MC4100 TorA-mCherry Tat export, fluorescence;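 active = mean replicate inhibition at least 50% and at least half of replicates individually reaching 50%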;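 note: exported cargo escapes ClpAP degradation while cytoplasmic cargo is degraded and loses fluorescence; 0% = median of neutral control wells and 100% = median of NaSCN control wells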
HTR5A inv ag = HTR5A inverse agonism, opioid heterodimer counter-screen. hit rate 0.083% among 340,000. AID 504634. P47898. inhibition, % at 9.3 µM. HTR5A cell line, luminescence; in the data active = inhibition mostly above about 23%, no sharp cut-off; inactive = mostly below about 18%;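 note: 0% = cells with DMSO and 100% = no-cell wells with DMSO; some compounds called inactive have numbers as strong as hits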
The depositor's hits bear a star; / = no result given.

Below each compound – HTR5A ag ctr	AddAB inh	phage Ecoli inh	PKA-R1A activ	Ecoli viability	PKA-R2B activ	DAGLB inh	SUMO Mot1 rescue	CDK5 p35 inh	Tat transport	HTR5A inv ag
> COc1ccc(CCN2C(=O)CSC2c2cccc([N+](=O)[O-])c2)cc1OC (stereo not given)
    -1	0.8	-1.3	-5	-1.0	-1	6	-1	-0.5	-4	4
> Nc1c(S(=O)(=O)c2ccccc2)csc1C(=O)O
    -4	0.0	3.1	9	0.5	-3	0	-14	0.2	-4	11
> CN1CCN(c2sc(S(C)(=O)=O)nc2S(=O)(=O)c2ccc(Cl)cc2)CC1
    3	0.7	0.6	-6	-0.9	-11	-1	-4	0.0	-4	25
> CCN(c1ccc(NC(=O)CN2C(=O)NC3(CCOc4ccccc43)C2=O)cc1)C(C)C (stereo not given)
    -1	0.4	0.9	-9	-1.6	-8	1	-6	0.7	3	3
> Cn1cccc1Cc1nnc(SCC(=O)NCc2ccc3c(c2)OCO3)n1CCc1ccccc1
    5	-0.2	0.4	-13	-1.0	2	-3	4	-1.0	0	-19
> CC(C)(C)c1ncc(S(=O)(=O)c2ccc(C(F)(F)F)cn2)c(N)n1
    0	-3.0	1.0	3	-0.4	6	-2	-2	1.4	-11	6
> CC1(C(=O)Nc2ccccc2)Cc2ccccc2C(=O)O1 (stereo not given)
    -3	4.2	2.3	-4	3.1	3	-1	-1	1.7	2	-15
> N#Cc1ccc(-c2cccnc2)nc1SCc1ccc(Cl)cc1Cl
    -3	3.4	1.6	4	1.0	-10	-3	-12	-0.7	-3	10
> CC(C)(C)n1cnc2cc(NC(=O)c3ccco3)ccc21
    0	5.2	0.9	-5	0.9	7	1	106	-0.2	-21	0
> Cc1ccc(N2C(=O)c3cccc4c([N+](=O)[O-])ccc(c34)C2=O)c2cccnc12
    5	1.4	-0.6	2	2.0	-8	-1	8	-1.1	-9	-27
> CC(=O)c1cccc(NC(=O)C2=CC(c3ccc4c(c3)OCO4)=NS(=O)(=O)N2C)c1
    -3	2.3	0.6	-6	2.0	-5	0	-8	0.8	-5	27
> COc1cccc(CNS(=O)(=O)/C=C/c2ccc(OC)c(OC)c2)c1
    0	4.0	1.4	-2	0.5	10	-1	-2	-0.3	-8	-3
> Cc1c(C)c([N+](=O)[O-])c(C)c(C)c1N
    1	/	-0.4	7	/	-2	1	/	0.2	-2	-3
> O=C(N/N=C/c1ccccn1)c1sc2ccccc2c1Cl
    -4	-0.6	0.6	-4	-1.0	-2	-1	7	0.8	-10	-10
> COc1ccc(NC(=O)Cn2nnc(C(=O)NCc3ccco3)c2N)c(OC)c1
    1	3.6	2.8	-4	1.1	-12	0	155	-0.8	0	3
> COC(=O)c1ccc(COc2ccccc2/C=C/C(=O)c2ccc(OCC(=O)O)cc2)cc1
    -6	0.5	0.2	-7	-2.5	4	1	-6	-1.4	10	15
> Cn1cc(S(=O)(=O)N2CCCC2)cc1C(=O)NCc1ccc(Cl)cc1
    3	3.0	2.0	-3	-0.4	3	0	-7	-2.1	1	15
> CC1CCCCC12NC(=O)N(CC(=O)OCc1cccc(F)c1)C2=O (stereo not given)
    0	0.6	1.4	-1	-3.2	-5	0	3	-0.5	7	-1
> CSc1ccc(/C=N/N2CCN(Cc3ccc(Cl)cc3)CC2)cc1
    4	0.3	-0.8	-1	0.6	-9	-15	17	0.2	-3	-10
> S=C(Nc1ccc(Cl)cc1)N1CCOCC1
    1	0.3	3.6	-3	-0.6	-6	1	/	-0.3	-3	-17
> CCOC(=O)C1CCN(c2nc3ccccc3nc2C(C#N)C(=O)OCCOC)CC1 (stereo not given)
    0	0.0	-4.1	0	-3.1	-9	-1	-10	0.2	7	7
> CC(Oc1cccc(Cl)c1)C(=O)NC1CC(C)(C)NC(C)(C)C1 (stereo not given)
    2	1.6	-0.3	-11	0.6	-2	2	-10	-0.1	-1	-10
> CCCc1nc2ccc(NC(=O)NCCC(=O)OCC)cc2c(=O)n1Cc1ccc(Cl)cc1
    0	-1.8	0.9	-24	-3.6	-19	1	-12	0.6	-3	-43
> C=CCn1c(-c2ccc(Cl)cc2)c[nH]c1=S
    3	1.3	1.5	6	0.1	-4	-2	-2	1.6	0	-9
> COc1cccc(OCCNc2cc(N3CCOCC3)ccc2[N+](=O)[O-])c1
    -2	2.7	0.8	0	-0.9	-3	0	-10	-0.9	3	-15
> COC(=O)c1ccc(COC(=O)C2CC(O)CN2S(=O)(=O)c2ccc([N+](=O)[O-])cc2)cc1 (stereo not given)
    -3	2.0	1.6	2	0.3	-3	0	-8	-0.2	-1	6
> Cc1ccc(C)c(C(=O)COC(=O)c2cc(Cl)nc3ccccc23)c1
    6	0.8	0.6	-5	-2.0	6	0	-3	-4.1	6	-16
> O=C1OC(N2C(=O)CC[C@H]2C(=O)NCC2CCCO2)c2ccccc21 (stereo not given in full)
    2	2.7	0.2	10	0.2	-2	-5	-8	-1.9	1	4
> CN(C(=O)COC(=O)/C=C/c1ccc(Cl)c(Cl)c1)c1c(N)n(Cc2ccccc2)c(=O)[nH]c1=O
    5	-1.3	3.5	3	0.2	6	0	-11	0.6	-3	-16
> O=C(COC(=O)c1cc(S(=O)(=O)N2CCOCC2)ccc1Cl)NCc1ccccc1
    -1	-1.1	-0.1	1	1.2	-12	2	6	-2.4	-6	6
> O=C(CNS(=O)(=O)c1ccc(Br)cc1)N1CCN(c2ccc(F)cc2)CC1
    -4	1.6	2.3	-16	-3.2	-1	0	-18	0.3	-3	21
> Nc1nc(NCc2ccco2)nn1-c1ccccc1
    2	2.0	3.2	-1	-0.2	-11	1	-3	-2.1	13	1
> NCCCCCC(=O)O
    0	-3.8	2.2	-7	-2.7	-15	0	-9	-4.5	4	1
> Cc1ccc(C)c(S(=O)(=O)N2CCN(C(=O)c3ccccc3Cc3ccccc3)CC2)c1
    2	2.0	0.9	-7	1.7	-1	-5	9	1.2	-6	-6
> CSc1ncccc1C(=O)OCC(=O)Nc1ccc2c(c1)OCO2
    0	2.6	1.8	-17	-0.8	-8	-4	93	-0.3	-9	2
> CN(Cc1ccccc1)Cc1c(O)ccc2ccccc12
    -3	3.2	-0.5	-7	1.7	-5	0	-2	1.2	0	11
> O=C(O)CCN(CCC(=O)O)c1ccccc1
    0	2.2	-1.2	5	0.4	-4	-1	-5	1.5	8	-14
> COc1ccccc1CNC(=O)[C@@H]1CCCN1S(=O)(=O)c1ccc(Cl)cc1
    -2	1.2	2.1	0	0.6	10	-3	-20	0.8	7	5
> COc1cccc(CNC(=O)CCNC(=O)N2CCn3c2nc2ccccc23)c1
    /	0.0	1.3	-6	1.5	5	0	-6	0.6	-5	/
> Cc1ccc(C(=O)N2CCN(S(C)(=O)=O)C2)cc1
    6	2.2	2.5	0	-0.6	6	-2	/	1.7	1	-49

Single entries from the list:
Result for `CCCc1nc2ccc(NC(=O)NCCC(=O)OCC)cc2c(=O)n1Cc1ccc(Cl)cc1` under HTR5A inv ag: -43
Result for `COC(=O)c1ccc(COC(=O)C2CC(O)CN2S(=O)(=O)c2ccc([N+](=O)[O-])cc2)cc1` (stereo not given) under HTR5A ag ctr: -3

Further compounds:
Below each compound – HTR5A ag ctr	AddAB inh	phage Ecoli inh	PKA-R1A activ	Ecoli viability	PKA-R2B activ	DAGLB inh	SUMO Mot1 rescue	CDK5 p35 inh	Tat transport	HTR5A inv ag
> O=C(NCc1ccc(F)cc1)C1CCCN(c2cnccn2)C1 (stereo not given)
    -3	5.1	0.9	6	3.0	-3	2	-5	1.3	-2	-4
> COCCCn1c(-c2ccc(Cl)cc2)n[nH]c1=S
    2	0.5	2.6	-9	-0.5	-8	-3	-6	2.4	-10	-12
> CCN(c1ccc(N=Cc2c(O)n(Cc3ccc(OC)cc3)c(=O)c3ccccc23)cc1)C(C)C
    5	/	3.5	-6	/	4	-2	/	0.0	2	-4
> Cc1ccc(C2C(C#N)=C(N)Oc3cc(N)ccc32)cc1 (stereo not given)
    -2	1.8	-3.2	-1	-1.2	-6	2	-8	0.4	2	8
> CC1=C(c2ccccc2)C=NNCC1=O
    1	/	4.2	-2	/	9	1	/	-0.7	1	-6
> CS(=O)(=O)N1CCN(C(=O)Cc2ccc(Br)cc2)CC1
    2	-0.6	0.1	-18	0.6	-6	0	2	2.0	8	-8
> Cc1ccc(S(=O)(=O)NCc2ccccc2)cc1C(=O)N1CCN(S(=O)(=O)c2ccccc2)CC1
    7	/	2.9	-1	/	-11	1	/	-0.5	-7	-6
> COc1ccc2c(CC(=O)OCC(=O)Nc3cccc(S(N)(=O)=O)c3)coc2c1
    3	97*	1.1	-2	96*	-5	0	-8	-1.3	-4	14
> O=C(CC1N=C2c3ccccc3N=C(SCc3ccc(Cl)cc3)N2C1=O)NCc1ccco1 (stereo not given)
    -5	3.1	/	0	1.3	-4	-9	111	2.0	4	14
> CC(C)C(C)NC(=O)COC(=O)c1cccc(C(=O)OCC(=O)NC(C)C(C)C)n1 (stereo not given)
    1	0.7	2.9	-2	0.5	8	0	-2	-0.5	3	-2
> CCN(C(=O)c1cnc(NC(C)C)cc1C(F)(F)F)c1ccc(Cl)cc1
    5	1.4	0.1	-3	2.9	-9	0	5	-0.8	2	-3
> COCCCN1C(=O)C(=O)/C(=C(/O)c2ccc(S(=O)(=O)N3CCOCC3)cc2)C1c1cccc(Cl)c1 (stereo not given)
    -2	2.4	0.6	4	4.0	-2	1	3	-0.1	3	-5
> C=C(C)CSc1nnc(-c2cccc(S(=O)(=O)N(C)C)c2)n1-c1cc(OC)ccc1OC
    -1	1.4	2.2	-1	-0.2	-8	-1	4	-0.2	0	-3

Bioassay records deposited in PubChem BioAssay by several laboratories.

This is a random part of the collection. About 2.3% of those tested had a hit in this group.
